MBNL1-CUG inh: blocks human MBNL1 binding to CUG repeat RNA. actives 0.036% (n = 280,000). Potency, µM (top dose mostly 57.5 µM), for the others: at the highest dose activity change, negative = inhibition, actives largely listed as inhibitors. TR-FRET MBNL1-His/biotin-(CUG)12 binding, 665/545 ratio. Q9NR56; active means well fitted inhibition curve with a large enough effect in the signal ratio, with a control signal flat, not every such curve was filed as active; inconclusive means small, poorly fitted or top-dose-only effect, or effect the other way, or a change in a side signal; inactive means no such curve, though single readings can be large or run the other way; the % refers to the signal ratio; further: on the % scale 0 is the no-effect control and ±100 the full control effect
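Inhibition of protein-RNA binding appears as loss of TR-FRET between terbium anti-His antibody on MBNL1-His and streptavidin-XL665 on biotin-(CUG)12. Activity is normalized to buffer-only and uninhibited-complex controls.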
FLuc counter: firefly luciferase modulation, counter-screen for miR-21 project; purified FLuc, Km substrates, luminescence inhibition; Potency, µM (top dose mostly 57.5 µM), for inactives: at the top dose activity change, negative = inhibition, usual class: inhibitors; actives 6.9% (n = 360,000);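 further: plate controls were vehicle for no effect and reference inhibitor for full effect; nearly all actives have a fitted effect of over 55% in size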
Target sequence (P08659 whole entry, looked up): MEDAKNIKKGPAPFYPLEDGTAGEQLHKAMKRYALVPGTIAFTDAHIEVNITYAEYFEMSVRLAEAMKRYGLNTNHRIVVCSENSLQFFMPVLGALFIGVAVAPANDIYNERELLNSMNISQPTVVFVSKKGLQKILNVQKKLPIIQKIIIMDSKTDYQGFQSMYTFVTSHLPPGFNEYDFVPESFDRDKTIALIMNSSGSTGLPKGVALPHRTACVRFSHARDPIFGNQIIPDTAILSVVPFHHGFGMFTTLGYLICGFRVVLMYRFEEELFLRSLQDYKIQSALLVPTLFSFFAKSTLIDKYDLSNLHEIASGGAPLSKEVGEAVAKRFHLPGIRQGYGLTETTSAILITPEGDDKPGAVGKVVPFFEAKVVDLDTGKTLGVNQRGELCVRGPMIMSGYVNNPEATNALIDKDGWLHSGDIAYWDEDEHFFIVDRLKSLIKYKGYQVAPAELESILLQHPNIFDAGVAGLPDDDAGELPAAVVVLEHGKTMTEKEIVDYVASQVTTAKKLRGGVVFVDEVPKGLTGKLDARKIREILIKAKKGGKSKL
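Biochemical qHTS of compounds, final roughly 60 µM downward over six points, against 10 nM purified firefly luciferase using Km concentrations of substrates (10 uM D-luciferin, 10 uM ATP) in Tris acetate pH 7.5 buffer; luminescence output.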
NPC1 promoter act: NPC1 promoter activation | Huh7 NPC1 promoter luciferase reporter, 24 h | Potency, µM (doses to about 9.22 µM), for inactives: at the highest dose activation, hits mostly activators | actives 2.4% (n = 320,000) | AID 485313;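 further: % of control where 0% means no effect; nearly all actives have a fitted effect of over 60% in size; reporter is driven by a mutant NPC1 promoter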
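Huh7 cells stably carrying NPC1 promoter–luciferase, plated in Opti-MEM with 10% FBS for 2 h, were exposed to compound in DMSO for 24 h at 37 °C; luciferase reagent was added for 10 min and luminescence read.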
uPA surface inh: cell surface uPA generation inhibition; actives 0.31% (n = 330,000); Potency, µM (titrated, usually from 38.3 µM), for the others: at the top dose activity change, negative = inhibition, most hits filed as inhibitors; cell surface uPA generation assay, qHTS; active means well fitted inhibition curve with a large enough effect; inconclusive means small, poorly fitted or top-dose-only effect; inactive means no such curve, though single readings can be large or run the other way; tested in mouse RAW 264.7 cells; further: on the % scale 0 is the no-effect control and ±100 the full control effect; nearly all actives have a fitted effect of over 55% in size
Rab9 prom act: activators of Rab9 promoter. Huh7 Rab9 promoter-luciferase reporter, luminescence, 24 h. Potency, µM (titrated, usually from 9.22 µM), for the others: at the top dose activation, negative = inhibition, actives largely listed as activators. actives 2.8% (n = 320,000). AID 485297; further: % of control where 0% means no effect; nearly all actives have a fitted effect of over 60% in size
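Quantitative HTS format; Huh7 Rab9-luciferase reporter cells (1500/well) receive compound 2 h post-plating, incubate 24 h at 37 °C, then get luciferase reagent for 10 min before luminescence reading.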
p53 reactivator: restores transcriptional activity of mutant p53; H1299 p53-A138V BP100-luciferase reporter, luminescence, 24 h; Potency, µM (titrated, usually from 92.2 µM), for the others: at the highest dose activity change, positive = activation, actives largely listed as activators; actives 0.063% (n = 320,000); AID 504706; further: % of control where 0% means no effect; nearly all actives have a fitted effect of over 45% in size
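H1299 (p53-null), stable ts p53-A138V + BP100-Luc; 1000 cells/well, Opti-MEM/10% FBS; cpd 4 pt, 1:5; 24 h, 37 deg C, 5% CO2; detection reagent 10 min RT; luminescence.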
VP16 counter: Gal4-VP16 reporter inhibition counter-screen. Drosophila S2 Gal4-VP16 UAS-luciferase, luminescence, 20 h. Potency, µM (series often up to 53.6 µM), for inactives: at the highest dose activity, negative = inhibition, actives largely listed as inhibitors. actives 3.5% (n = 310,000);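 further: Gal4-VP16 expression switched on by copper sulfate through the metallothionein promoter; on the % scale 0 is the no-effect control and ±100 the full control effect; nearly all actives have a fitted effect of over 50% in size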
RORg inh: ROR gamma (mouse) transcription inhibition | P51450 | actives 5.4% (n = 310,000) | AID 2551 | Potency, µM (series often up to 53.6 µM), for the others: top-dose activity change, negative = inhibition, actives largely listed as inhibitors | Drosophila S2 Gal4-RORgamma UAS-luciferase reporter, 20 h; further: on the % scale 0 is the no-effect control and ±100 the full control effect; nearly all actives have a fitted effect of over 60% in size
Target sequence (P51450 whole entry, looked up, the tested form may be a part): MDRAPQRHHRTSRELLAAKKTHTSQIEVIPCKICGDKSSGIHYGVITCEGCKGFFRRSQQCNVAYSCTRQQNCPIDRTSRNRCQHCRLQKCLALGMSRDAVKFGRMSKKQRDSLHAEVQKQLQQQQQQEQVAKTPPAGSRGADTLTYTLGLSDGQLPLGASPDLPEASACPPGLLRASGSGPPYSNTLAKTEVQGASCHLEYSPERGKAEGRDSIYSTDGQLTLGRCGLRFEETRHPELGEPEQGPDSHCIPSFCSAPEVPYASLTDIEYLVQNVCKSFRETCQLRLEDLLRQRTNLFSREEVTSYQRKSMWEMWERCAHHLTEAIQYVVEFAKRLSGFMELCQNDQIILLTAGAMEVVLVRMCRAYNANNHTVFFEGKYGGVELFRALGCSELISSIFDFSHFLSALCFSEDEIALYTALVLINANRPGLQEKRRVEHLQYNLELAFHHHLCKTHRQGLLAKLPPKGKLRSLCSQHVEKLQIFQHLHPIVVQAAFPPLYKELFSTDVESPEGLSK
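Drosophila S2 cells stably expressing Gal4-DBD/mouse RORγ fusion under metallothionein promoter plus UAS-luciferase; compound 1 h, then 700 uM CuSO4 induction for 20 h at ambient temperature; inhibition read as reduced luminescence.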
BRCA1 expr act: increases BRCA1 expression. MCF7-BRCA1-FFLuc reporter, luminescence, 48 h; response scale: scaled: vehicle 0%, 10 µM genistein 100%. Potency, µM (series often up to 46.1 µM), for inactives: at the top dose activation, actives largely listed as activators. actives 1.1% (n = 380,000); further: nearly all actives have a fitted effect of over 80% in size; some results filed as inactive show a strong effect at the top dose
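MCF7 cells carrying a BRCA1-firefly luciferase reporter (2000 cells/well, phenol-red free MEM) were attached for 2 h at 37 °C, then given compounds for 48 h. Luminescence was read 15 min after luciferase reagent; activity normalized to genistein (10 microM) and DMSO.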
CXXC DNA block: blocks binding of human MLL CXXC domain to DNA; Q03164; MLL-CXXC / FITC-HOXA9 DNA fluorescence polarization; Potency, µM (series often up to 115 µM), for the others: top-dose activity change, negative = inhibition, usual class: inhibitors; actives 0.037% (n = 290,000); active means well fitted inhibition curve with a large enough effect in the polarisation, with a control signal flat, not every such curve was filed as active; inconclusive means small, poorly fitted or top-dose-only effect, or effect the other way, or a change in a side signal; inactive means no such curve, though single readings can be large or run the other way; the % refers to the polarisation
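Fluorescence polarization: 7 uM MLL-CXXC (stock) preincubated 5 min with compounds, then 50 nM fluorescein-HOX-A9 DNA (stock) added; 30 min ambient. Buffer 50 mM Tris-HCl pH 7.5, 50 mM NaCl, 1 mM DTT, 0.05% BSA.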
ELG1 genotox: genotoxicity induction in ELG1-luciferase HEK293T cells. actives 1.3% (n = 330,000). HEK293T ELG1-luciferase reporter, luminescence, 16 h. Potency, µM (series often up to 46 µM), for the others: at the highest dose activity change, positive = activation, most hits filed as activators; further: % of control where 0% means no effect; nearly all actives have a fitted effect of over 60% in size
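ELG1-luciferase HEK293T cells, 2,000/well; compound pinned in; 16 hr, 37 °C, 5% CO2; ONE-Glo, 30 min RT; luminescence on CCD imager.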
* marks the source's active call; other numbers are inactive results; ? = inconclusive; nt = no result given; [ ] = dose if it differs, or a comment. Unless noted, the call rests on the fitted dose curve; in most records, active means well fitted curve in the direction sought with a large enough effect; inconclusive means small, poorly fitted or top-dose-only effect, or another doubt; inactive means no such curve, though single readings can be large; an effect the other way counts as inactive or inconclusive. Potency means the concentration at half of the fitted maximal effect. Only part of the results is shown, so the mix of outcomes need not match the whole.

SMILES	MBNL1-CUG inh	FLuc counter	NPC1 promoter act	uPA surface inh	Rab9 prom act	p53 reactivator	VP16 counter	RORg inh	BRCA1 expr act	CXXC DNA block	ELG1 genotox
Cc1cccc(-c2cc3nc(C)cc(N4CC(C)CC(C)C4)n3n2)c1 (stereo not given)	22%	-7%	2%	3%	-5%	1%	-9%	-11%	-57%	?	-6%
Cc1cc(C)c2nc(N(CCN(C)C)C(=O)c3ccc4ccccc4c3)sc2c1	2%	-2%	-3%	-5%	-4%	-7%	?	-7%	0%	-6%	-6%
Cc1ccc(CN2CCN(/N=C/c3cccs3)CC2)cc1	-2%	-1%	-3%	6%	1%	4%	17%	5%	6%	-4%	-2%
Cc1cc(C)c(/C=N/NC(=O)c2nnn(-c3nonc3N)c2COc2ccc(F)cc2)c(C)c1	-2%	2%	0%	10%	-3%	-3%	?	?	-17%	2%	-4%
CC(C)(C)OC(=O)N1CCC(C(=O)Nc2ccc3c(c2)CCC3)CC1	nt	nt	?	?	?	?	nt	nt	?	nt	16%
CCN(CC)CCNC(C(=O)Nc1cc(C(F)(F)F)ccc1Cl)c1ccccc1 (stereo not given)	?	-1%	1%	-2%	-4%	0%	0%	-12%	-24%	2%	-10%
CCCC1=NN(C(=O)Cc2ccc([N+](=O)[O-])cc2)C(O)(C(F)(F)F)C1 (stereo not given)	19%	2%	-4%	-1%	2%	0%	?	20µM*	0%	-1%	2%
CCc1nc2sc3c(c2c(=O)n1N)CCC3	2%	3%	0%	1%	-5%	20%	-4%	10%	19%	-1%	-2%
CCOC(=O)CC(=O)Nc1ccc(C)cc1	-8%	-13%	13%	-1%	2%	28%	5%	1%	18%	2%	0%
Cn1c(=O)c2c(nc(N3CCCC3)n2CC(O)CO)n(C)c1=O (stereo not given)	-4%	0%	1%	10%	0%	1%	2%	-8%	10%	12%	-3%
CC(=O)Nn1cnc2c(c1=O)C1(CCCC1)Cc1ccccc1-2	-13%	-4%	-9%	-3%	?	-2%	-18%	29%	12%	-2%	-1%
Cc1nc(C)c(C(=O)N2CCCC(CCC(=O)NCc3ccc(F)c(F)c3)C2)s1 (stereo not given)	-1%	1%	-4%	-2%	-8%	2%	-1%	?	-6%	-7%	-1%
Cc1cc(C(F)(F)F)nn1Cc1n[nH]c(=S)n1-c1ccc(F)cc1	-18%	-10%	1%	-1%	0%	-10%	-6%	?	-13%	-8%	1%
CCOc1ccc(NS(=O)(=O)c2ccc(C(=O)N3CCCCC3)cc2)cc1	-2%	3%	-6%	-10%	-6%	-7%	?	?	-20%	-5%	-8%
Cc1nn(C)cc1C(=O)NNC(=S)Nc1ccccc1	2%	-8%	23%	-6%	?	7%	-1%	?	16%	3%	13%
NC(=O)C1Cc2ccccc2CN1C(=O)c1cccc(Oc2ccccc2)c1 (stereo not given)	2%	0%	-6%	1%	-4%	-3%	5%	-1%	6%	4%	-4%
CC(NCCc1ccc(S(N)(=O)=O)cc1)C(=O)NCc1ccccc1 (stereo not given)	-9%	2%	0%	3%	-15%	-4%	0%	-3%	-1%	-10%	-3%
CC(=O)N1CCOc2ccc(S(=O)(=O)N3CC(C)CC(C)C3)cc21 (stereo not given)	1%	1%	-2%	?	0%	-3%	-6%	6%	-3%	16%	-1%[9.26 µM]
COc1ccc(CN2CCCC(N3CCN(c4cccc(Cl)c4)CC3)C2)cc1OC (stereo not given)	-1%	-1%	-1%	-8%	-1%	nt	-9%	-12%	-7%	6%	-4%
Cc1ccccc1NC(=O)C1C2CC/C=C\CCC21 (stereo not given)	-9%	-9%	0%	0%	3%	3%	-2%	16%	-8%	-1%	-1%
CCOc1ccccc1NC(=O)C(=O)CC(=O)c1cccc(OC)c1	-6%	-1%	-2%	1%	-3%	0%	7.9µM*	3.5µM*	2%	-9%	-9%
Cc1nnc(NC(=O)c2cccc(S(=O)(=O)N3CCOCC3)c2)s1	0%	3%	-1%	-4%	-2%	3%	3%	-12%	-28%	-4%	0%
O=C(Cc1ccc(Cl)cc1)Nc1ccccc1C(=O)N1CCCC1	-1%	-2%	1%	-1%	1%	nt	nt	nt	-7%	-2%	1%
O=C(CN1C(=O)/C(=C\c2ccc(F)cc2)Oc2ccccc21)N1CCN(c2ccccn2)CC1	nt	3%	-9%	4%	-4%	-5%	-11%	0%	-12%	8%	15%
Cc1ccc(-n2c(SCC(=O)N/N=C/c3ccccc3C(=O)O)nnc2-c2ccccc2)cc1	4%	3%	0%	4%	1%	-1%	0%	-14%	7%	1%	0%
COc1ccc(N(C(C)C(=O)N/N=C/c2ccc(OC(C)C)cc2)S(C)(=O)=O)cc1 (stereo not given)	-10%	-10%	-1%	8%	0%	-3%	-3%	?	-3%	12%	-1%
O=C(COC(=O)[C@H](Cc1ccccc1)NC(=O)c1cccs1)NC1CC1	-6%	3%	-2%	0%	2%	-4%	-6%	1%	6%	1%	0%
COCCNC(=O)C(NC(=O)C1CCCCC1)C(C)C (stereo not given)	-4%	1%	-1%	0%	-1%	1%	4%	1%	36%	2%	-1%
O=C(CSc1nnc(CNC(=O)C23CC4CC(CC(C4)C2)C3)n1-c1ccc(F)cc1)Nc1ccccc1	3%	0%	-8%	-4%	-2%	7%	-9%	10%	-29%	8%	-3%
COC(=O)c1ccccc1NC(=O)CCC(=O)N1CC(C)Oc2ccc(C)cc21 (stereo not given)	-7%	1%	-11%	7%	-3%	12%	0%	13%	-1%	nt	-7%
COc1cc(CNc2ccc3c(c2)OCCO3)ccc1OCC(N)=O	-1%	5%	-7%	1%	-3%	-3%	-5%	3%	6%	3%	0%
O=C(c1nc2ccccn2c1CNCCCn1cccn1)N1CCCC1	-5%	1%	0%	2%	0%	2%	-9%	4%	6%	1%	1%
Cc1cc2ncn(S(=O)(=O)N3CCCCC3)c2cc1C	14%	0%	0%	9%	-11%	-5%	7%	-29%	-21%	-3%	?
O=c1c2c3c(sc2ncn1/N=C/c1cccnc1)CCCC3	18%	15µM*	-1%	1%	22%	-4%	12%	-28%	-12%	-2%	10%
Cc1cc(C)nc(SCc2nnc(SCC#N)n2-c2cccc(Cl)c2)n1	-2%	5%	1%	-6%	5%	-6%	?	-38%	-3%	8%	-6%
Cc1cccc2nc(-c3cccnc3)c(Nc3ccccc3)n12	-6%	-6%	-1%	2%	6%	2%	1%	2%	-13%	16%	-14%
O=C(NCCc1cnc[nH]1)c1ccc(-c2ccccc2)cc1	-3%	?	16%	-21%	16%	7%	20%	9%	?	2%	4%
O=C(O)C1CSC2(c3ccc(Br)cc3)CCC(=O)N12 (stereo not given)	-2%	-18%	-1%	-6%	2%	-2%	-6%	-8%	-1%	3%	-3%
COc1ccc(CCNC(=O)CNC(=O)c2ccco2)cc1	-1%	0%	3%	1%	-2%	3%	-13%	2%	-9%	1%	0%
CC(=O)C1=C(C)NC(=O)NC1c1ccccc1 (stereo not given)	4%	3%	3%	0%	-7%	-2%	-4%	1%[10 µM]	-3%	-4%	-1%
COC(=O)c1cc(F)c(-n2cncn2)c(F)c1	-14%	-1%	-6%	nt	-3%	8%	1%	11%	-6%	-5%	0%
CC1(C)Cc2ccccc2-c2nnc(SCC(=O)Nc3ccc4c(c3)OCO4)n21	4%	4%	1%	3%	7%	7%	-3%	19%	-42%	2%	0%
CCOC(=O)c1c(-c2ccccc2)nc2ccccn12	4%	2%	-1%	-5%	-1%	-3%	-2%	-18%	-6%	-2%	-8%
Cc1ccccc1N1CCN(S(=O)(=O)c2cccs2)CC1	5%	-1%	-4%	-4%	18%	-6%	0%	-12%	17%	9%	-2%
COc1ccc(Cl)cc1NC(=O)CSc1nnc(C)c(=O)n1N	-3%	0%	0%	-6%	6%	-13%	-7%	-17%	-3%	11%	2%
Cc1cc(C)c(C#N)c(SCC(=O)Nc2ccc3c(c2)OCO3)n1	-2%	-10%	?	2%	?	?	-2%[0.365 µM]	19%	11µM*	3%	16µM*
Cc1cccn2cc(CNS(=O)(=O)c3ccc4ccccc4c3)nc12	6%	1%	-4%	-16%	-5%	-13%	-16%	?	-31%	7%	-9%

High-throughput results deposited in PubChem by National Center for Advancing Translational Sciences (NCATS).
